Screening data from PubChem BioAssay.
Rev-erbA mod: modulators of Rev-erb alpha DNA binding, primary screen, biochemical, FITC-DNA, fluorescence polarization, uHTS. Rev-erbα–FITC-DNA binding, 90 min. AID 1259318, 2017. activity, % at 10 µM. actives 0.79% (n = 370,000);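 active = activity above about 14%, limit read from the data; passing the limit was not always enough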;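 also: 0% = DMSO wells with 35 nM protein and 100% = DMSO wells with 750 nM protein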
Target sequence (P20393 whole entry, looked up): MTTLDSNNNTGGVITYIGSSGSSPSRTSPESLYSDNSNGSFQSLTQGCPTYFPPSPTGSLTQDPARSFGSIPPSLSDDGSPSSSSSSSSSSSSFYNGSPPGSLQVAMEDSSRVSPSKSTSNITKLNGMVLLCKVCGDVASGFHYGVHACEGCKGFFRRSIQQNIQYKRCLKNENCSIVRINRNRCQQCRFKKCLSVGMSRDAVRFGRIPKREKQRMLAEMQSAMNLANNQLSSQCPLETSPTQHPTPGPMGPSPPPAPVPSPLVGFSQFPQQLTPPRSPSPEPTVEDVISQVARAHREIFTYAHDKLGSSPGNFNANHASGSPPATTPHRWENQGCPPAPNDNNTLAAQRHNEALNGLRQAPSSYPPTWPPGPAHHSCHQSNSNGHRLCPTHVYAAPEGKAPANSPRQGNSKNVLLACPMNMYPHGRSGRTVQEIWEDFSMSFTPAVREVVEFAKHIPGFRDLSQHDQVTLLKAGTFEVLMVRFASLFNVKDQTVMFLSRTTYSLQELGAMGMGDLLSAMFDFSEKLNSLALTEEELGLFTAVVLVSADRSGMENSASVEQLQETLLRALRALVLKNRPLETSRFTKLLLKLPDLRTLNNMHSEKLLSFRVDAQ
UHRF1 binding: UHRF1 methylated DNA binding inhibitors, primary screen, counter-screen for MBD2 inhibitor project, biochemical, TR-FRET, human UHRF1, single concentration; E3 ubiquitin-protein ligase UHRF1 (Homo sapiens), Q96T88; actives 0.75% (n = 370,000); inhibition, % at 4.4 µM; UHRF1 binding to methylated oligo; in the data active = inhibition above about 21%;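 also: UHRF1 SRA domain binding a hemimethylated CpG hairpin DNA probe; 0% = median of test compound wells and 100% = reference inhibitor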
MBD2 DNA inh: inhibitors of MBD2 binding to methylated DNA, primary screen, biochemical, TR-FRET, DNA-binding domain, human. actives 0.31% (n = 370,000). inhibition, % at 4.4 µM. MBD2 binding to methylated oligonucleotide. Methyl-CpG-binding domain protein 2 (Homo sapiens), Q9UBB5; in the data active = inhibition above about 13%
LEDGF integ inh: blockers of LEDGF/p75-dependent integrase strand transfer – biochemical, TR-FRET, high throughput, primary screen; actives 0.64% (n = 370,000); TR-FRET IN-LEDGF/p75 DNA integration, Eu/Cy5; HIV-1 integrase (with human LEDGF/p75); inhibition, % at 3.7 µM;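 active = inhibition above the screen-wide mean plus 3 SD, cut at about 13% in these data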;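 also: signal is the Cy5 over europium emission ratio at 671 and 618 nm; 0% = plate median of compound wells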
PG9 binder: binders of HIV-1 gp120 antibody PG9, primary screen, biochemical, TR-FRET; HIV-1 gp120 / PG9 antibody interaction; TR-FRET gp120-PG9 antibody binding; inhibition, % at 6.7 µM; actives 0.43% (n = 360,000); AID 624416, 2012; in the data active = inhibition above about 8.5%
HTRA1 inhibitor: HTRA1 serine protease inhibitors, primary screen, biochemical, fluorescence polarization, HTS. Q92743. recombinant HTRA1, FP-rhodamine activity-based probe. inhibition, % at 5.96 µM. actives 0.5% (n = 340,000). AID 504803, 2011; in the data active = inhibition above about 36%;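 also: 0% = enzyme with DMSO and 100% = wells lacking enzyme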
TCR-CD3 inh: inhibitors of human TCR-CD3 interaction, primary screen, biochemical, fluorescence, TAMRA-labeled TCR probe; inhibition, % at 9.4 µM; T-cell receptor (TCR); AID 651800, 2012; actives 0.37% (n = 360,000); in the data active = inhibition above about 19%;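 also: recombinant mutant TCR 2C K166C tagged with TAMRA read by polarization; 0% = receptor in buffer alone and 100% = receptor with positive control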
rCAG RNA binder: binders of r(CAG) RNA repeats, primary screen, biochemical, fluorescence; r(CAG) RNA repeat, TO-PRO-1 dye displacement fluorescence; inhibition, % at 3 µM; actives 1.3% (n = 370,000); AID 651821, 2012;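 active = inhibition above the plate cutoff, the mean of all test compounds on that plate plus 3 SD, cut at about 35% in these data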;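 also: 0% = DMSO alone and 100% = 100 µM mitoxantrone as full dye displacement; higher means more dye released from RNA so lower well fluorescence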
mABHD4 FP: ABHD4 inhibitors, primary screen, biochemical, fluorescence polarization, mouse; purified mABHD4, FP-Rh probe fluorescence polarization; inhibition, % at 8.92 µM; actives 0.54% (n = 370,000); AID 720543, 2013;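 active = inhibition exceeding the mean over every tested compound plus 3 SD, cut at about 30% in these data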;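 also: 0% = plate median of compound wells and 100% = S159A mutant with DMSO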
Target sequence (Q8VD66 whole entry, looked up): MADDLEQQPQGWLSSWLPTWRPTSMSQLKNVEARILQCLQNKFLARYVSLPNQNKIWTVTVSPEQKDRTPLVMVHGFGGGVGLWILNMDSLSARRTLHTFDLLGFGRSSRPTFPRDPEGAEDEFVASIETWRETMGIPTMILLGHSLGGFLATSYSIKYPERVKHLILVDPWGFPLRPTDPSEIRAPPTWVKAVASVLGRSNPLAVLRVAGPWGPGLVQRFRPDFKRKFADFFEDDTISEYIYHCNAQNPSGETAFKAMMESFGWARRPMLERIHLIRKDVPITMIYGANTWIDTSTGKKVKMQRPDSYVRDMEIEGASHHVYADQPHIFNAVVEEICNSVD
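Assay system: wild-type mouse ABHD4 protein; compound: single nominal dose of 8.92 µM, 0.89% DMSO final; schedule: 45 min + 60 min at 25 °C; measured by: FP readout, ex 525 nm / em 598 nm; evaluation: % inhibition of FP-Rh probe binding versus controls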
PRMT1 FP inh: PRMT1 methyltransferase inhibitors, primary screen, biochemical, fluorescence polarization | Protein arginine N-methyltransferase 1 (Homo sapiens), Q99873 | recombinant PRMT1, activity-based probe fluorescence polarization | inhibition, % at 2.79 µM | actives 1.3% (n = 370,000) | AID 652257, 2013;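 active = inhibition above about 21% made by adding two undisclosed values, limit read from the data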
An asterisk follows results filed as active; . = no result given.

cpd	compound	Rev-erbA mod	UHRF1 binding	MBD2 DNA inh	LEDGF integ inh	PG9 binder
1	Cc1cccc(N)c1-c1c(C)cccc1N	5	2	4	-5	-2.2
2	Cc1ccc2nc(COc3ccc(N(C)S(=O)(=O)c4ccccc4)cc3)cc(=O)n2c1	-11	-4	-4	3	-1.9
3	COc1ccc(C(=O)Nc2ccc(Cl)cc2C(=O)N2CCCC(C)C2)cc1 (stereo not drawn)	6	1	2	-2	-0.1
4	Cc1cccc(NC(=O)CNC(=O)[C@H]2O[C@@H](n3ccc(N)nc3=O)[C@H](O)[C@@H]2O)c1C	2	-2	2	-2	-2.8
5	COc1ccc(NC(=O)CSc2nc3ccccc3c(=O)[nH]2)cc1S(N)(=O)=O	8	1	-4	3	1.0
6	COc1ccc(CCNc2oc(COc3ccc(Br)cc3)nc2C#N)cc1OC	-1	0	-3	-2	2.6
7	COC(=O)c1ccc2c(=O)n(CCCCCC(=O)N3CCN(c4ccccc4)CC3)c(=O)[nH]c2c1	-4	1	6	0	1.5
8	O=C(NN=Cc1ccccc1O)c1cccc([N+](=O)[O-])c1	-8	-1	1	-6	-0.7
9	COC(=O)C(C)n1nnc2sc(-c3ccccc3)cc2c1=O (stereo not drawn)	1	-6	-3	-7	-1.1
10	O=C(O)c1ccc(S(=O)(=O)NC2CCCc3ccccc32)cc1 (stereo not drawn)	-2	2	3	1	0.9

cpd	HTRA1 inhibitor	TCR-CD3 inh	rCAG RNA binder	mABHD4 FP	PRMT1 FP inh
1	8	-2	-3	7	3
2	3	7	7	11	1
3	-9	-3	3	3	0
4	.	4	2	7	-2
5	3	6	4	0	2
6	-33	-3	6	-15	-3
7	2	-5	-3	2	5
8	11	-1	8	9	-1
9	-3	-3	0	2	5
10	0	-2	4	3	4

(further entries)
cpd	compound	Rev-erbA mod	UHRF1 binding	MBD2 DNA inh	LEDGF integ inh	PG9 binder
11	CN(C(=O)CN1C(=O)S/C(=C\c2ccc(Cl)cc2)C1=O)C1CCS(=O)(=O)C1 (stereo not drawn)	-3	3	-1	3	0.9
12	O=C(NC1CC1)c1cccc(NC(=O)C2CCN(S(=O)(=O)c3ccccc3C(F)(F)F)CC2)c1	0	0	1	-3	0.1
13	Cc1nc(-c2ccc(NC(=O)C3CC3)cc2)cs1	-4	-1	0	1	-1.6
14	CC(C)(C)n1cc(S(=O)(=O)c2ccccc2)[nH]c1=O	2	3	-1	2	-3.9
15	O=C(NCc1ccncc1)c1cccc(F)c1	1	3	3	2	0.5
16	Cc1ccc2c(c1)N(C(=O)CCC(=O)N1CCC(C(N)=O)CC1)CC(C)O2 (stereo not drawn)	-7	3	-2	7	-0.8
17	CSc1n[nH]c(/N=C/c2oc(O)c3ccccc23)n1	5	-2	-5	-2	-2.4
18	CC1CCN(C(=O)C2CCN(S(=O)(=O)c3cccc4cccnc34)CC2)CC1	-2	0	1	-4	-2.1
19	CC1=C(C)CC(C(=O)N2CCN(C/C=C/c3ccccc3)CC2)C(C(=O)O)C1 (stereo not drawn)	7	4	1	-2	1.4
20	Fc1ccccc1N1CCN(C(c2cccs2)c2nnnn2CCc2ccccc2)CC1 (stereo not drawn)	5	1	1	0	-2.2

cpd	HTRA1 inhibitor	TCR-CD3 inh	rCAG RNA binder	mABHD4 FP	PRMT1 FP inh
11	6	-5	3	-4	-1
12	-3	-8	1	2	4
13	1	6	1	-1	-6
14	6	2	-2	-7	-5
15	0	-4	2	1	-1
16	1	-1	2	2	-4
17	0	3	1	4	1
18	2	1	-6	7	2
19	7	-4	0	0	-3
20	-26	-2	0	-6	1

The list goes on.
cpd	compound	Rev-erbA mod	UHRF1 binding	MBD2 DNA inh	LEDGF integ inh	PG9 binder
21	CCOC(=O)c1ccc(NC(=O)CN2C(=O)C(CC)SC(CC)C2=O)cc1 (stereo not drawn)	5	-2	3	-2	-0.5
22	OC1(Cc2ccccc2)CCNCC1	4	-1	-2	4	-0.2
23	COC(=O)c1c(NC(=O)CCN2CCOCC2)sc2c1CCCC2	3	-2	3	2	-1.9
24	CC(C)CC(=O)N1CCC(O)(CS(=O)(=O)Cc2ccc(Cl)cc2)CC1	4	-2	-1	-1	-1.5
25	c1ccc2[nH]c(CCCCc3nc4ccccc4[nH]3)nc2c1	-7	-1	6	-2	-2.1
26	O=C(NNC(=O)c1cccnc1)Nc1ccc(Cl)c(Cl)c1	-3	0	0	-3	0.9
27	Cc1cccc(NC(=S)N2CCN(C(=O)c3ccco3)CC2)c1C	0	-1	-1	-1	-0.8
28	CC1CCCC2(C1)NC(=S)c1c(sc3c1CCCC3)N2 (stereo not drawn)	4	0	-1	-2	-2.4
29	CCOC(=O)CCNC(=O)N1CCCC(N(C)CCc2ccc(OC)c(OC)c2)C1 (stereo not drawn)	2	0	-4	3	-1.2
30	COc1ccc(NC(=O)C2CCCN(S(=O)(=O)c3c(C)n[nH]c3C)C2)c(OC)c1 (stereo not drawn)	4	10	-2	2	-2.1

cpd	HTRA1 inhibitor	TCR-CD3 inh	rCAG RNA binder	mABHD4 FP	PRMT1 FP inh
21	-11	1	2	-4	11
22	.	5	0	1	-7
23	5	-4	-1	3	-2
24	2	8	-2	-4	0
25	-8	-7	7	-16	6
26	-5	0	4	-3	-3
27	5	2	2	0	-1
28	8	3	3	10	4
29	2	-2	-8	-5	-2
30	4	0	-1	-9	0

Continued:
cpd	compound	Rev-erbA mod	UHRF1 binding	MBD2 DNA inh	LEDGF integ inh	PG9 binder
31	CCOC(=O)c1cc(-c2nnc(-c3cc(OC)c(OC)c(OC)c3)o2)c(C)nc1C	9	0	0	-1	-2.2
32	CC(C)N(Cc1ccccc1)C(=O)COC(=O)C1CCN(S(=O)(=O)c2ccc3c(c2)OCCO3)CC1	0	1	4	-2	-1.2
33	O=C(NC(=S)NCc1ccc2c(c1)OCO2)c1ccccc1	-2	0	4	1	0.1
34	Cc1ccc(NC(=O)CN(C)C(=O)COC(=O)c2oc3ccccc3c2C)cc1	-1	0	1	-5	-0.8
35	CN(c1cc(Cl)c2c(c1)OCO2)c1cc2c(c3c1ccn3C)C1CCC2C1 (stereo not drawn)	14	-3	-4	-6	-0.2
36	Cc1ccc(NC(=O)COC(=O)c2ccc3c(=O)n4c(nc3c2)CCC4)c(Br)c1	5	0	0	-2	-0.5
37	O=C1Nc2ccccc2C(=O)N(C2CCCC2)C1C(=O)NC1CC1 (stereo not drawn)	0	4	1	1	0.7
38	Cc1cc(C)c2c(N)c(-c3nc4ccccc4[nH]3)sc2n1	4	-5	1	0	-1.6
39	COc1ccc(-n2c(=O)c3c4c(sc3n(CC(=O)Nc3cc(C)[nH]n3)c2=O)CCC4)c(OC)c1	1	-1	3	-4	-0.8
40	C=CCn1cnc2scc(-c3ccc(C)c(C)c3)c2c1=O	-3	1	0	1	-1.1

cpd	HTRA1 inhibitor	TCR-CD3 inh	rCAG RNA binder	mABHD4 FP	PRMT1 FP inh
31	4	5	2	-1	-2
32	-7	-8	-1	7	3
33	-10	-2	-2	-5	-1
34	-1	-4	1	9	2
35	.	0	3	6	3
36	2	-3	1	3	-2
37	.	-2	-1	0	3
38	7	3	3	24	1
39	-11	-3	15	0	-1
40	-5	5	-2	0	0

Other entries
cpd	compound	Rev-erbA mod	UHRF1 binding	MBD2 DNA inh	LEDGF integ inh	PG9 binder
41	C=CCN(C(=O)c1csnn1)C(C(=O)NC1CCCCC1)c1ccccc1F (stereo not drawn)	1	1	4	0	-2.0
42	Cn1ccsc1=NC(=O)c1ccccc1OC(F)F	2	1	-1	-3	-2.5
43	C/C(=N\NC(=O)Cn1nc(C)c(Br)c1C)c1cccs1	0	-3	-6	-3	0.0
44	Cc1ccc(N2C(=O)CC(Sc3ncn[nH]3)C2=O)cc1 (stereo not drawn)	4	-7	1	2	0.1
45	COc1ccccc1C(CNc1ccc(S(=O)(=O)N2CCCC2)cc1[N+](=O)[O-])N(C)C (stereo not drawn)	2	-1	-1	-2	-1.6
46	C[C@H]1CN=C(Nc2ccccc2)N1CCCC1CCCC1	-4	-2	1	-1	-1.0
47	CCCc1n[nH]c(=O)c2c1nnn2Cc1ccccc1F	-4	0	-2	-3	-1.2
48	FC(F)(F)Oc1ccc(-c2cn3cccnc3n2)cc1	-3	-2	1	-1	-1.9
49	CCOc1ccc(S(=O)(=O)N2CCC(C(=O)N3CCCCCC3)CC2)cc1C	3	0	-4	4	0.3
50	Cc1cccnc1CNC(=O)C1CCC(=O)N(CCc2cccc(F)c2)C1 (stereo not drawn)	-6	0	-2	4	-1.9
51	COc1cccc(C2CC(=O)Nc3cc(OC)c(OC)cc32)c1 (stereo not drawn)	-1	-4	0	1	0.0

cpd	HTRA1 inhibitor	TCR-CD3 inh	rCAG RNA binder	mABHD4 FP	PRMT1 FP inh
41	14	0	-3	4	1
42	4	1	-2	8	4
43	7	-1	1	9	-1
44	-1	-1	-1	-4	85*
45	-6	-2	-3	-3	-2
46	-7	6	3	6	-8
47	1	0	-1	-8	-1
48	-2	-1	-3	-4	1
49	-2	-6	-9	-1	-2
50	-2	-7	-1	-4	-3
51	5	-2	-6	-3	3

This is a subset; rates above refer to the full screens.
